From PubChem BioAssay
Bcl-B Bim block: human Bim-Bcl-B interaction inhibition. Q9HD36. bead-based flow cytometry, Bim peptide-Bcl-B binding. inhibition, % at 10 µM. 0.073% of 190,000 active;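 note: 0% = tracer peptide without compound and 100% = reference inhibitor peptide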
Target sequence (Q9HD36 whole entry, looked up): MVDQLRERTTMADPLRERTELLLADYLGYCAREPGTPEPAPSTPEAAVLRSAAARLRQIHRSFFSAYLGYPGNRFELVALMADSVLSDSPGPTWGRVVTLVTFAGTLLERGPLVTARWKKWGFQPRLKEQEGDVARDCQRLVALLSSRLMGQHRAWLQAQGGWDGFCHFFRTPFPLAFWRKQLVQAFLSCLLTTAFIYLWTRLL
GSH fluor: GSH bead compound fluorescence profile. fluorescence (KMESF) at 10 µM. 0.25% of 190,000 active. GSH beads flow cytometry, compound fluorescence 488/530 nm; stronger effect = higher value. AID 1776; in the data active = fluorescence above about 89;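 note: glutathione beads carrying GST-tagged Bcl family fusion proteins plus one bare bead set; values are compound well signal with DMSO vehicle wells as background; inactives centre near 16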
Bim-Bcl-W: inhibitors of Bim-Bcl-W interaction, human; bead-based flow cytometry, Bim peptide-Bcl-W binding; inhibition, % at 10 µM; 0.02% of 190,000 active; AID 952;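 note: 0% = bound tracer without compound and 100% = peptide blocker; higher means less fluorescent Bim peptide bound to Bcl-W beads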
ABCG2 block: human ABCG2 inhibition, ABCB1 as counter-screen; Q9UNQ0; IgMXP3 cells, JC-1 efflux, flow cytometry; inhibition, % at 6.6 µM; 0.1% of 190,000 active; AID 1325;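 active = inhibition above 80%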;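 note: 0% = DMSO and 100% = nicardipine control wells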
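material = IgMXP3 (ABCG2) plus far-red-tagged CCRF-Adr (ABCB1) cells | amount = 3 million cells/mL, equal mix of both lines | also added = JC-1 transporter substrate | dosing = one concentration, 6.6 µM final | schedule = 10 min at 25 °C | measured by = flow cytometric JC-1 green MFI at 530 nm | read-out basis = percent efflux inhibition, scaled nicardipine 100% to DMSO 0%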
RGS4-Gao reg: human RGS4-Galphao interaction regulation; P09471; Multiplexed bead flow cytometry, RGS4-Galphao binding; actives lie on both sides; binding response (% of control), % at 10 µM; 0.33% of 220,000 active; AID 1415; in the data active = binding response below about 49% or above about 150%; inactive = in between;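 note: fluorescent Galphao activated with aluminum fluoride binding bead-coupled RGS4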
Target sequence (P09471 whole entry, looked up): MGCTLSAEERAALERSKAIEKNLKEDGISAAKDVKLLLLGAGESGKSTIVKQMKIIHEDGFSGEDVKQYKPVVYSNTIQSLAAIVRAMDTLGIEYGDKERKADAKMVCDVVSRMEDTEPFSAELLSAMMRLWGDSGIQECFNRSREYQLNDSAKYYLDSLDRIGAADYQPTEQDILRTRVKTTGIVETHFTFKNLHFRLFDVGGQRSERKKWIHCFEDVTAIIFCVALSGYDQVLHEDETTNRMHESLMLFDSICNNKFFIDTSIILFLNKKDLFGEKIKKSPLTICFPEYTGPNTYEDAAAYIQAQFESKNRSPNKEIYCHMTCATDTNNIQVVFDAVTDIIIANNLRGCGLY
Bim-Bcl-XL: inhibitors of Bim-Bcl-XL interaction, human | inhibition, % at 10 µM | Bim peptide-Bcl-XL binding, bead flow cytometry, fluorescence | 0.04% of 190,000 active | Q07817 | AID 1007
Target sequence (Q07817 whole entry, looked up): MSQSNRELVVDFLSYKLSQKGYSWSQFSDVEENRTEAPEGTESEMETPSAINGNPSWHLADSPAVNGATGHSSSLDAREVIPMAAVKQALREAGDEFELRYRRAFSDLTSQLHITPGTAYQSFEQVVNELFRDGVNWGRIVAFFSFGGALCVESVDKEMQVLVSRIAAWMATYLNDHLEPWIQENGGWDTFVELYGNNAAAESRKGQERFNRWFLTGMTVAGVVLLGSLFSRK
Bim-Bfl-1: inhibitors of Bim-Bfl-1 interaction, human | 0.12% of 190,000 active | Q16548 | inhibition, % at 10 µM | Bead-based flow cytometry, Bim-Bfl-1 binding inhibition;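 note: 0% = wells without compound plus tracer and 100% = blocker peptide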
Bim-Bcl-2: human Bim-Bcl-2 interaction inhibition; P10415; Bead-based flow cytometry, Bim peptide-Bcl-2 binding; inhibition, % at 10 µM; 0.06% of 190,000 active; in the data active = inhibition above about 40%; inconclusive = no clear call, values can overlap the other calls;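 note: 0% = no compound wells with probe peptide and 100% = reference peptide inhibitor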
Target sequence (P10415 whole entry, looked up): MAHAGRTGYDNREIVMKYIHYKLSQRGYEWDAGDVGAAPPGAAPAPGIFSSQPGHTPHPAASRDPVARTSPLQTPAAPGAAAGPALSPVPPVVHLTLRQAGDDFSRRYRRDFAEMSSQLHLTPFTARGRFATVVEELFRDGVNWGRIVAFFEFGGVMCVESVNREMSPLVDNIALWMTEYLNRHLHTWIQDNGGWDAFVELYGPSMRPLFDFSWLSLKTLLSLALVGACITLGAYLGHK
ABCB1 block: inhibitors of human ABCB1 transporter, ABCG2 counter-screen. P08183. CCRF-Adr cells, JC-1 efflux, flow cytometry. inhibition, % at 6.6 µM. 0.067% of 190,000 active. AID 1326; in the data active = inhibition above about 40%;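 note: 0% = vehicle and 100% = reference inhibitor; higher value means more JC-1 retained so stronger ABCB1 efflux block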
RGS7-Gao reg: modulates binding of RGS7 to human Galphao; P09471; Multiplexed bead flow cytometry; actives lie on both sides; binding response (% of control), % at 10 µM; 0.35% of 220,000 active; AID 1439; in the data active = binding response below about 49% or above about 150%; inconclusive = no clear call, values can overlap the other calls; inactive = in between;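 note: fluorescent Galphao held in activated GDP-AlF4 state binding bead-coupled RGS7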
Avidin fluor: compound fluoresces at 488/530 nm on avidin beads | fluorescence (KMESF) at 10 µM | compound fluorescence 488/530 nm, flow cytometry; stronger effect = higher value | 0.38% of 220,000 active; in the data active = fluorescence above about 47; note: inactives centre near 10
* hit, by the source's call; ? = inconclusive. Cut-off read from the data, not from the text of the source, unless noted: active = inhibition above about 40%.

SMILES	Bcl-B Bim block	GSH fluor	Bim-Bcl-W	ABCG2 block	RGS4-Gao reg	Bim-Bcl-XL	Bim-Bfl-1	Bim-Bcl-2	ABCB1 block	RGS7-Gao reg	Avidin fluor
CCNc1ccc(C(=O)OCC(=O)c2cc(C)n(Cc3ccc4c(c3)OCO4)c2C)cc1[N+](=O)[O-]	-1	5	0	1	94	-3	-1	-3	0.8	95	8
Cc1cccc(CSc2cccc3cccnc23)c1	-1	19	8	4	100	2	14	1	0.5	102	1
CN(C)[C@@H]1CCC[C@@H]1OC(=O)C(c1ccccc1)c1ccccc1	-8	18	-5	7	105	-7	-15	-13	1.6	103	7
CCCOc1ccc(/C=N/NC(=O)c2ccc(Cn3cc([N+](=O)[O-])cn3)o2)cc1	-3	34	0	13	93	0	-8	-3	1.0	91	5
COCCn1c(=S)[nH]c2cc(C(=O)N3CCC(C(N)=O)(N4CCCCC4)CC3)ccc2c1=O	-11	14	-3	0	99	-4	-11	-11	0.0	98	24
CC1Cc2ccccc2N1c1ncnc2c1nnn2Cc1ccccc1 (stereo not given)	-8	33	-2	1	89	-10	-14	-6	-0.7	91	6
CCOc1ccc(C2CC(=O)c3c([nH]c(C(=O)OC)c3C)C2)cc1OC (stereo not given)	-3	13	-2	8	101	-6	0	-2	1.4	100	40
O=C(O)c1cccc2[nH]c(C(F)(F)F)nc12	-4	7	2	1	101	-2	-10	-2	0.3	101	7
Cc1cc(=O)oc(C)c1C(=O)NCCN(C)Cc1ccccc1	-1	14	4	9	98	0	-4	-1	0.5	?	13
Cc1cc(C)cc(OCC(=O)OCC(=O)Nc2ccc(Cl)cn2)c1	-1	16	-4	-3	105	-5	-1	0	-0.1	105	8
CCOc1cc(S(=O)(=O)NCc2ccco2)c(OCC)cc1-n1cnnn1	0	15	-3	3	104	0	0	0	0.4	102	11
COc1cc(OC)c(N(C)S(=O)(=O)c2cccc(C(=O)OCC(=O)NCc3ccco3)c2)cc1Cl	-3	16	0	14	103	-3	-4	-2	0.5	104	7
Cc1cc2c(C)nc(N/N=C/c3ccc(F)cc3)nc2o1	-5	9	-4	1	103	-5	3	0	-0.1	103	6
CCOc1cc(N2CCOCC2)c(OCC)cc1NC(=O)c1ccc(C)s1	2	25	2	7	99	0	1	-1	0.7	106	9
COc1ccc(CC(=O)NC(=S)Nc2ccc(S(=O)(=O)NC(C)(C)C)cc2)cc1	-3	10	0	3	103	-1	-1	0	-0.5	100	10

Gathered by group: the entries above with fluorine.
SMILES	Bcl-B Bim block	GSH fluor	Bim-Bcl-W	ABCG2 block	RGS4-Gao reg	Bim-Bcl-XL	Bim-Bfl-1	Bim-Bcl-2	ABCB1 block	RGS7-Gao reg	Avidin fluor
O=C(O)c1cccc2[nH]c(C(F)(F)F)nc12	-4	7	2	1	101	-2	-10	-2	0.3	101	7
Cc1cc2c(C)nc(N/N=C/c3ccc(F)cc3)nc2o1	-5	9	-4	1	103	-5	3	0	-0.1	103	6

Other structures:
SMILES	Bcl-B Bim block	GSH fluor	Bim-Bcl-W	ABCG2 block	RGS4-Gao reg	Bim-Bcl-XL	Bim-Bfl-1	Bim-Bcl-2	ABCB1 block	RGS7-Gao reg	Avidin fluor
COc1ccc(NC(=O)c2cccc(C#N)c2)cc1NS(=O)(=O)c1ccc(F)cc1	-2	8	1	5	104	-6	2	2	0.5	102	12
Cc1ccsc1C1C2=C(CC(C)(C)CC2=O)Nc2ncnn21 (stereo not given)	-6	25	2	0	113	-2	-12	-8	0.5	110	7
CC(=O)Nc1ccc(C(=O)NNS(=O)(=O)c2ccc(C)cc2)cc1	-2	23	0	2	101	-2	-6	-4	0.2	100	9
CC(OC(=O)c1cccs1)C(=O)NCC1CCCO1 (stereo not given)	-4	5	5	5	94	-6	-9	-2	2.6	99	7
CCCCC(=O)Nc1cc(OCC)c(NC(=O)c2ccccc2[N+](=O)[O-])cc1OCC	-2	12	-2	1	99	-4	-1	-2	0.5	98	14
CCc1cc2ccc(C)cc2nc1SCC(=O)c1ccc(NC(C)=O)cc1	-1	14	-1	29	100	-2	1	-1	1.8	99	8
CCOC(=O)c1sc2nc3c(SCCC#N)cc(C(=O)c4cc(F)ccc4O)cn3c(=O)c2c1C	-7	9	-1	-1	88	-5	2	0	-0.1	90	12
CCCCOc1cccc(NC(=O)CSc2nccn2C)c1	0	25	-2	6	108	-5	-3	-1	0.6	105	12
CCc1nc(CNC(=O)c2cc(OC)c(OC)c(OC)c2)no1	-8	17	3	1	104	0	-7	-4	0.0	103	9
Cc1cc(NC(=O)CSc2c(C)[nH]c3ccccc23)no1	-8	22	0	2	99	-2	-9	-7	0.3	102	9
COC(=O)c1ccccc1OC(=O)c1ccc(Br)o1	-9	31	0	4	103	-10	-9	-10	1.4	105	10
COc1ccc(NC(=O)CO/N=C2\CCCc3nonc32)cc1	-1	6	0	8	100	-2	1	3	0.6	100	3
CC(=O)Nc1ccc(C2(c3ccc(NC(C)=O)cc3)C(=O)Nc3ccccc32)cc1	0	13	-2	2	99	0	3	3	0.9	104	9
CCOC(=O)c1ccc(NC(=O)CN(C)S(=O)(=O)c2ccc(Br)s2)cc1	-7	24	-2	10	106	0	0	2	-1.9	104	12
CCN1C(=O)/C(=C\N(C)C)S/C1=N\S(=O)(=O)c1ccccc1	4	12	0	2	101	1	-3	2	0.4	97	10
O=C(Cn1nc(Cc2cccnc2)c2ccccc2c1=O)Nc1cccnc1Cl	5	14	4	0	88	0	5	4	0.5	91	5
CC(C)(C)CN1CCNC(=O)C1CC(=O)NCCc1cnn(-c2ccccc2)c1 (stereo not given)	0	9	-2	3	102	-1	1	-4	0.2	103	7
CCOC(=O)CSc1nc2c(c(=O)n1-c1ccc(OCC)cc1)SCC2	-7	4	1	2	102	-3	-11	-5	0.2	100	9
Cc1ccc(C(=O)N2CCN(C(=O)c3ccccc3)C2c2ccc(N(C)C)cc2)cc1 (stereo not given)	-1	5	0	-2	103	-1	0	0	1.5	102	2
Cc1ccc(-c2nnn3c2nc(Cl)c2ccccc23)cc1	-10	19	-5	5	102	-5	-2	0	-0.6	102	5
O=C(Nc1ccc(Cl)cc1)C1C2CCC3C(CCC21)C3(Cl)Cl (stereo not given)	-3	16	2	24	100	1	-9	-2	0.1	101	16
CCC(=O)Oc1ccc(-c2nc(-c3cccnc3)no2)cc1	-5	24	-2	35	91	-6	-6	-1	-0.1	91	7
CC1(C(=O)O)CC(C)(C(=O)O)CC(C)(C(=O)O)C1 (stereo not given)	1	22	-1	1	105	0	1	1	0.1	103	6
O=C(O)c1cccc(NC(=S)NC(NC(=O)c2ccccc2[N+](=O)[O-])C(Cl)(Cl)Cl)c1 (stereo not given)	-4	17	0	2	100	-4	-3	-2	0.3	?	9
Nn1c(CN2CCCCC2)nc2ccccc2c1=O	-8	30	-2	2	102	-5	-15	-11	0.6	99	12
CCCCC1(CC)C(=O)NC(=O)NC1=Nc1ccc(OC)cc1 (stereo not given)	-4	17	-7	0	102	-10	-1	0	0.1	97	34
Cc1[nH]nc2c1C1(CCC(c3ccccc3)CC1)C(C#N)=C(N)O2 (stereo not given)	-3	18	-1	5	97	0	0	0	0.6	98	8
Cc1cc(C)cc(NC(=S)N(CCN(C)C)Cc2cccs2)c1	-3	11	-4	0	85	-3	-3	-3	0.2	102	10
CCCN(C(=O)c1cn(CC)c2nc(C)ccc2c1=O)c1c(N)n(Cc2ccccc2)c(=O)[nH]c1=O	1	10	0	1	100	-1	-2	-2	0.5	102	19
Cc1c(NC(=O)C(C)OC(=O)CC2Sc3ccccc3NC2=O)c(=O)n(-c2ccccc2)n1C (stereo not given)	-6	32	-1	-4	101	-7	-2	-2	-0.5	101	3

Part of the list above with just Avidin fluor and GSH fluor:
| canonical_smiles | Avidin fluor | GSH fluor |
| --- | --- | --- |
| Cc1c(NC(=O)C(C)OC(=O)CC2Sc3ccccc3NC2=O)c(=O)n(-c2ccccc2)n1C (stereo not given) | 3 | 32 |
| CC(C)(C)CN1CCNC(=O)C1CC(=O)NCCc1cnn(-c2ccccc2)c1 (stereo not given) | 7 | 9 |
| CCCCC1(CC)C(=O)NC(=O)NC1=Nc1ccc(OC)cc1 (stereo not given) | 34 | 17 |

Next records:
SMILES	Bcl-B Bim block	GSH fluor	Bim-Bcl-W	ABCG2 block	RGS4-Gao reg	Bim-Bcl-XL	Bim-Bfl-1	Bim-Bcl-2	ABCB1 block	RGS7-Gao reg	Avidin fluor
Cc1ccc(-n2c(=O)c3sccc3n(Cc3cc(=O)n4ccccc4n3)c2=O)cc1	-4	6	-3	2	102	-3	0	-2	0.7	98	2
CC(=O)N1CCN(S(=O)(=O)c2cccc(C(=O)Nc3nccs3)c2)CC1	-1	11	-1	-1	98	-3	-1	-1	-0.3	95	12
CCCCNC(=S)NNC(=O)c1ccoc1C	-5	22	6	-1	104	-1	-3	-2	-0.2	102	2
CCOc1ccccc1N=C1NC(=O)CS1	1	52	2	1	102	0	-1	4	0.2	99	9
COc1ccc2c(CC(=O)Nc3ncc(C)s3)coc2c1	-4	19	0	4	103	-4	0	-2	0.8	102	9
COc1ccc(CC(=O)N2CCN=C2SCc2ccc([N+](=O)[O-])cc2)cc1	-1	10	-1	1	101	-2	-2	-3	-0.3	?	11
COc1cc2cc(/C=C/C(=O)c3ccco3)c(Cl)nc2cc1OC	-3	10	2	8	102	1	-6	-4	1.2	101	9
C=CCN1C(=O)C(Cc2ccc(SC(F)F)cc2)SC1=Nc1ccc(C(=O)O)cc1 (stereo not given)	0	15	2	-1	102	-1	-2	0	-0.6	?	11
CC(C(=O)Nc1ccc(F)c(F)c1F)N1CCCCCC1 (stereo not given)	-5	35	-1	-11	101	-5	-13	-9	-0.4	102	11
Cc1ccccc1OCCC(=O)Nc1cccc(S(=O)(=O)Nc2ccccc2Cl)c1	0	8	-4	6	92	-3	-2	-3	-0.5	93	2
C#CC[N+]1(CC#Cc2ccccc2)CCOCC1	-5	12	2	3	97	-3	-12	-9	0.2	99	11
CC(C)(C)C1CCC(OCC(O)CN2CCCC2)CC1 (stereo not given)	0	9	-1	8	95	-2	0	-3	0.5	88	9
O=C(CCCn1c(=O)[nH]c2cc(Cl)ccc2c1=O)NC1CCCCCCC1	-1	11	-2	2	100	0	-3	-4	0.3	103	37
CCN(CC)CCN1C(=O)C(=O)/C(=C(/O)c2c(C)[nH]c(C(=O)OC)c2C)C1c1ccc(OC)cc1 (stereo not given)	2	25	-5	-3	99	-5	10	8	-0.1	99	33
COCCn1c(N)c(N(Cc2ccccc2)C(=O)c2ccc3ccccc3c2)c(=O)[nH]c1=O	-2	12	0	1	102	-4	-5	-4	0.3	100	11
COc1ccc(Nc2ncc(F)c(N3CCOCC3)n2)cc1	-4	13	-1	2	98	0	-3	1	-0.2	97	5
CCC(C)NC(=O)CCc1nc2ccccc2n1-c1ccccc1 (stereo not given)	-10	10	-3	23	103	-10	-12	-9	1.2	108	16
CC(=O)Nc1ccc(SCC(=O)c2cc(C)n(C)c2C)cc1	-3	48	3	2	95	-2	-7	-5	0.3	93	6
CCCNC(=O)NC(=O)COC(=O)c1cccc(NS(=O)(=O)c2ccc(F)c(F)c2)c1	0	11	-4	11	104	-8	-6	-4	0.9	110	14
Cc1ccc(C)c(NC(=S)N2CCN(CCO)CC2)c1	-3	6	-2	39	105	-2	-1	0	1.1	100	14
